CAL-PDZ inh HTS = inhibitors of human CAL PDZ peptide binding; purified CAL PDZ, TMR-peptide fluorescence polarization, 1 h; inhibition, % at 24.9 µM; AID 602252; 300,000 tested, 0.92% active; Q9HD26;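 active = mean inhibition of at least 30% with at least half of replicates also reaching 30%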;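 also: 0% = DMSO neutral control and 100% = excess unlabeled competitor peptide PRC23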
HTR5A ag = activates human HTR5A in OPRM1-OPRD1 agonist counter-screen; HTR5A agonist assay, luminescence, cell-based; activation, % at 9.3 µM; 340,000 tested, 0.61% active; AID 504692; in the data active = activation mostly above about 9.5%, no sharp cut-off; inactive = mostly below about 7.6%;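 also: 0% = cells with vehicle only and 100% = reference agonist; strong numbers were not always called active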
Target sequence (P47898 whole entry, looked up): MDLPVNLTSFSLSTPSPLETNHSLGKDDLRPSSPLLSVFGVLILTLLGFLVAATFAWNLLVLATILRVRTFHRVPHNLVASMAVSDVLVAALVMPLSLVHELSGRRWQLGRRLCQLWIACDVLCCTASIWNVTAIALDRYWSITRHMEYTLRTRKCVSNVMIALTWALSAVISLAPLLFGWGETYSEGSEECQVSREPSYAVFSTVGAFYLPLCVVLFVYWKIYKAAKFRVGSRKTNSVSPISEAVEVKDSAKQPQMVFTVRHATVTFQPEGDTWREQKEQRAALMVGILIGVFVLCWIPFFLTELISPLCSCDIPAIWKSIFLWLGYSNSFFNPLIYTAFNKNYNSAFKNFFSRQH
OPRM1-OPRD1 inv = mu-delta opioid heterodimer inverse agonism. P35372+P41143. cell-based MOR-DOR heterodimer luminescence. inhibition, % at 9.3 µM. 340,000 tested, 0.21% active. AID 504357; in the data active = inhibition above about 22%, passing the limit was not always enough;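 also: 0% = cells with DMSO and 100% = wells without cells with DMSO; values of inactives mirror those of a sister screen read the other way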
RTF Ca sens act = cardiac RTF calcium sensitization. P19429+P45379. IANBD-labeled TnC RTF fluorescence at EC20 calcium; 0% EC20 calcium, 100% full calcium. activation, % at 7.2 µM. 340,000 tested, 0.24% active. AID 493008;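 active = activation above the mean over all tested compounds plus 3 SD, cut at about 30% in these data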;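 also: rise in fluorescence read as greater calcium sensitivity of cardiac thin filaments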
HTR5A inv ag = counter-screen for OPRM1-OPRD1 inverse agonists: human HTR5A inverse agonism; P47898; HTR5A cell line, luminescence; inhibition, % at 9.3 µM; 340,000 tested, 0.083% active; in the data active = inhibition mostly above about 23%, no sharp cut-off; inactive = mostly below about 18%;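 also: 0% = cells with DMSO and 100% = no-cell wells with DMSO; some compounds called inactive have numbers as strong as hits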
RTF Ca sens inh = cardiac RTF calcium desensitization. inhibition, % at 7.15 µM. IANBD-labeled cardiac RTF, Ca2+ fluorescence. 340,000 tested, 0.12% active;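 active = inhibition above the mean inhibition of all tested compounds plus 3 SD, cut at about 17% in these data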;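 also: assay run at fixed EC70 calcium of 1.6 mM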
LANA DNA inh = blocks KSHV LANA C-terminal domain binding to DNA. MBP-C-LANA/FAM-LBS DNA binding, fluorescence polarization. inhibition, % at 9 µM. 340,000 tested, 0.078% active. AID 504423;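 active = highest replicate inhibition at or above 60% at 9 µM, even if other replicates fall short; inactive = all replicates below 60% inhibition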;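 also: 0% = neutral control wells and 100% = 4 µM acridine orange control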
OPRM1-OPRD1 ag = OPRM1-OPRD1 heterodimerization agonism; cells, luminescence; activation, % at 9.3 µM; 340,000 tested, 0.3% active; in the data active = activation above about 18%;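 also: 0% = vehicle-treated cells and 100% = reference agonist; values of inactives mirror those of a sister screen read the other way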
Keap1 Nrf2 FP = disrupts human Keap1 binding to Nrf2 peptide | 340,000 tested, 0.15% active | inhibition, % at 9.4 µM | AID 504523 | Keap1 Kelch-Nrf2 peptide fluorescence polarization, 1536-well | Q14145; in the data active = inhibition above about 12%;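 also: human Keap1 Kelch domain with fluorescein labeled Nrf2 9mer peptide probe; 0% = neutral control wells and 100% = peptide positive control; higher means more block of Keap1 binding to Nrf2 peptide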
Target sequence (Q14145 whole entry, looked up, the tested form may be a part): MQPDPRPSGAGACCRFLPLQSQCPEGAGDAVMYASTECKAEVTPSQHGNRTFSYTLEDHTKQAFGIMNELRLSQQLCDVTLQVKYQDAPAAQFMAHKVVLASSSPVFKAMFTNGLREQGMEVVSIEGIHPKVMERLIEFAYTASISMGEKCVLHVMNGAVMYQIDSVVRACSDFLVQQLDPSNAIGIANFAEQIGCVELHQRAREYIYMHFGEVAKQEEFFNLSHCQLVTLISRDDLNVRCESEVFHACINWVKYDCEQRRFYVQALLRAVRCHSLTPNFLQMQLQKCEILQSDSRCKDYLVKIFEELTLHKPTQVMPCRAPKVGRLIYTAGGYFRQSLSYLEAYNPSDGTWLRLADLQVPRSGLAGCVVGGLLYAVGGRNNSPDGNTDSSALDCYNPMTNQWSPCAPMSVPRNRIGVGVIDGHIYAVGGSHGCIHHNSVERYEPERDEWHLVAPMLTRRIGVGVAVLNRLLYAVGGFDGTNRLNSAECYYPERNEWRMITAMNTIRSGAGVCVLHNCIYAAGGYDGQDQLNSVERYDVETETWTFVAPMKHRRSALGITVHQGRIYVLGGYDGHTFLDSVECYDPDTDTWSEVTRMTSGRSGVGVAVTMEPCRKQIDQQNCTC
V-ATPase pHluor = regulators of yeast V-ATPase proton transport | 350,000 tested, 0.37% active | S. cerevisiae, pHLuorin cytosolic pH fluorescence | AID 504577 | response, % at 10 µM; in the data active = response mostly above about 7.3%, no sharp cut-off; inactive = mostly below about 5.4%; also: actives read high; inactives centre near 0; some compounds called inactive have numbers as strong as hits; reference of the scale not given here
Active calls of the source: *; x = not tested or not shown.

The line under a structure holds: CAL-PDZ inh HTS, HTR5A ag, OPRM1-OPRD1 inv, RTF Ca sens act, HTR5A inv ag, RTF Ca sens inh, LANA DNA inh, OPRM1-OPRD1 ag, Keap1 Nrf2 FP, V-ATPase pHluor
> CC(=O)Nc1ccc(S(=O)(=O)NCC2CCC(C(=O)N3CCN(c4ccccn4)CC3)CC2)cc1 (stereo unspecified)
    -3, 2, 6, 5, -31, -7, 1.6, -1.0, -1, 5
> CCOP(=O)(OCC)/C(=N/OC(=O)c1ccc(OC)cc1)C(N)=O
    -4, 2, 2, 17, -4, -1, 0.5, -0.3, -16, 1
> CCOc1ccc(CC(=NCCO)C2=C(O)CC(C)(C)CC2=O)cc1OCC
    -3, 0, 8, 0, -20, -6, 0.7, -1.7, 1, 3
> O=C(CCc1nc(-c2ccccc2Cl)no1)NCc1ccco1
    -4, -3, 7, -3, -13, -4, -0.9, -1.4, 0, -2
> Cc1cc(C(=O)CCC(=O)N(C)CC(=O)Nc2ccc(OC(F)(F)F)cc2)c(C)s1
    x, 1, 9, -18, -2, -5, 0.5, -1.8, 0, -1
> NS(=O)(=O)c1ccc(NC(=O)/C(=C/c2ccncc2)NC(=O)c2ccccc2)cc1
    -4, 10, 1, -2, 9, -11, -0.1, -0.1, -5, 2
> CCCS(=O)(=O)C(=C1Nc2ccccc2N1)S(=O)(=O)CCC
    -5, 5, 4, -1, -13, 6, -0.5, -0.6, -4, 0
> CCOC(=O)c1ccc2c(c1)nc(SC(C)C(=O)NCC1CCCO1)n2CC (stereo unspecified)
    -3, 1, 15, -3, -3, 12, -1.8, -3.7, 0, -3
> Cc1ccc2nc3c(cc(C(=O)NCCCn4ccnc4)n3C)c(=O)n2c1
    -4, 2, 12, -4, 0, 10, -1.2, -1.9, 3, -7
> COc1ccccc1NC(=O)COC(=O)CC(C)(C)CC1=NS(=O)(=O)c2ccccc2N1
    1, 3, -7, -1, -11, 4, 0.2, 1.4, -8, 1
> COc1ccc(Cn2c(CCCO)nc3ccccc32)cc1OC
    -3, 6, -1, -2, -16, -8, -0.1, 0.1, -2, -1
> CCOc1cccc(/C=N/N=C/c2cccc(OCC)c2O)c1O
    4, 3, 7, 4, -12, -2, x, -1.2, 0, -4
> CC1CN(C(=O)CCC(=O)N2CCOCC2)c2ccccc2O1 (stereo unspecified)
    0, 2, 16, -3, -16, -6, -0.8, -2.7, -2, -1
> Nc1nnc(SCCCC(=O)c2ccc(F)cc2)s1
    -5, -3, 7, -3, 7, -2, 1.2, -1.2, 1, 0
> CCCCn1c(N)c(N(CC)C(=O)c2ccc(N(C)S(=O)(=O)c3ccc(C)cc3)cc2)c(=O)[nH]c1=O
    0, -3, 0, -12, 8, -6, -0.4, 0.0, 1, 1
> O=C(Nc1ccc(Nc2ccccc2)cc1)c1ccc(Br)o1
    -1, 2, 5, -6, -6, -5, 0.3, -1.0, 5, -1
> Cc1ccc(S(=O)(=O)CCC(=O)OCC(=O)N(C)c2ccccc2)cc1
    x, 0, 13, 5, -1, -18, 1.3, -2.5, 2, -4
> O=C(Nc1ccc(F)cc1)N1CCN(c2ncccn2)CC1
    -2, 4, -34, 10, -11, 5, -0.4, 4.7, -3, -2
> CCOC(=O)Cc1cc(=O)c2c(=O)n(-c3ccccc3)[nH]c2[nH]1
    x, 2, 4, -1, -4, -4, 4.5, -0.8, -2, -5
> CN(C)c1ccnc(NCc2ccccc2)c1C#N
    -3, 1, 14, -1, -8, 1, 1.4, -2.8, -2, -3
> COc1ccc(-c2csc3nc[nH]c(=O)c23)cc1
    -3, 2, 9, -4, -11, -4, -1.4, -1.8, -1, -2
> COc1ccc(Oc2nc3ccccc3nc2C(F)(F)F)cc1
    0, -4, -40, 1, -50, -13, 0.0, 7.5, -6, 2
> Cc1cccc(N(C(=O)CCC(=O)Nc2ccccn2)C(C(=O)NC(C)C)c2ccc(F)cc2)c1 (stereo unspecified)
    -3, 1, 21, -5, 2, -18, 0.5, -4.0, -2, 8
> COc1ccc(-c2nc(CN3CCN(Cc4cccc(F)c4)CC3)c(C)o2)cc1
    2, -3, 9, -8, 12, -3, -1.6, -1.9, 6, 0
> CC(NC(=O)Cc1ccc(-c2ccccc2)cc1)c1ccccc1 (stereo unspecified)
    -4, 0, 13, -5, -1, -1, 1.5, -2.3, -7, 0
> CC(=O)NN1C(=O)/C(=C\c2ccc(Cl)cc2)SC1=S
    -4, -3, -1, -6, 8, -14, -1.0, 0.1, -3, 0
> O=C(CN1CCOCCOCCOCCOCC1)Nc1ccccc1
    1, 7, 12, 4, -19, -2, -0.1, -2.1, -1, -1
> CCOc1ccc(S(=O)(=O)Nc2cccc(C(=O)N(C)Cc3cccc(OC)c3OC)c2)cc1
    x, 1, 19, 0, 31, 5, -0.6, -3.5, 4, 6
> Cc1ccccc1Oc1ccc(NC(=O)C2CC=CCC2C(=O)O)cc1 (stereo unspecified)
    -5, -1, 6, 1, 5, 6, -0.2, -1.2, -3, 0
> Cc1ccc(Cn2nnnc2CN2CCC(NC(=O)c3ccc(Br)cc3)CC2)cc1
    -3, 8, -13, -5, 7, -5, 0.6, 2.9, -2, 1
> CC(C)(Cc1ccc(O)cc1)NC(=O)CC(=O)N/N=C/c1ccc([N+](=O)[O-])cc1
    16, 3, -5, 5, -7, -16, 0.4, 0.9, 0, -1
> Cc1nc([N+](=O)[O-])cn1-c1nc2ccccn2c1[N+](=O)[O-]
    -2, 0, 8, -6, 2, -8, 0.3, -1.7, -5, 1
> CCc1ccc(/C=C2\SC(N3CCCC3)=NC2=O)cc1
    -4, -5, 22, 5, 13, -5, -1.8, -4.8, -3, -2
> CC(NC(=O)c1ccco1)C(=O)N1CC=C(c2ccccc2)CC1 (stereo unspecified)
    6, 2, 14, 0, -6, -11, 0.2, -3.5, 0, -4
> O=C(NCCCl)Nc1ncn[nH]1
    -6, 1, 5, 0, -2, 1, 0.4, -1.1, -1, 3
> CCOc1ccc(CC(=O)N/N=C/c2cccnc2)cc1
    0, -4, 9, 11, 19, -12, -0.2, -1.8, -2, 5
> CCCCN1CNC(=S)N(CCc2ccc(OCC)c(OCC)c2)C1
    0, -2, 3, 2, -27, -9, -1.8, -0.5, -5, 2
> Cc1ccc(NC(=O)CCc2nnc3ccc(N4CCOCC4)nn23)cc1C
    x, 1, 11, 9, -2, -3, 15, -2.1, 5, 2
> Cc1cc(=O)c(C(=O)O)nn1-c1ccccc1C(F)(F)F
    x, 15*, 0, -4, -4, -22, -0.5, 0.0, -4, -1
> Cc1cccc(NC(=O)c2ccc(C(=O)Nc3cccc(C)c3)nc2)c1
    0, 7, -32, -1, 8, -4, -1.2, 5.1, -2, -3
> CCOC(=O)c1c(N)sc(C(=O)N2CCOCC2)c1C
    6, -4, 5, -4, -13, -6, -0.1, -0.9, -1, 2
> CCCCNC(=O)[C@@H]1CC=C[C@@H]2CCN(C3CC3)C(=O)[C@@H]21
    -1, -3, 15, -5, 6, 0, 1.4, -2.7, -2, 0
> CCS(=O)(=O)N1CCC(C(=O)NC2CCCCC2)CC1
    0, -2, -16, 3, 4, -5, 0.9, 2.7, 2, -2
> Cc1ccc(CNC(=O)c2ccc(N3CCC4(CC3)CC(c3cccc(Br)c3)=NO4)c(NC(=O)c3ccc(Cl)c([N+](=O)[O-])c3)c2)cc1
    -5, 4, -2, -3, -10, -17, 1.6, 0.4, -2, 0
> Cc1ccccc1NC(=O)/C(=C/c1ccccc1)c1ccccc1
    4, -2, -48, 3, 7, -3, -1.5, 8.3, 0, 4
> CC1CCCN(CC(O)COCc2ccccc2)C1 (stereo unspecified)
    -1, 3, 7, -5, -10, -3, -0.3, -1.1, 3, 0
> Nc1nc(CN2CCN(c3ccccc3)CC2)nc(N2CCCc3ccccc32)n1
    1, -2, 4, 0, 6, -2, -1.5, -0.8, -5, 0
> CC(=O)Nc1sc(C)c(C)c1C(=O)OC1CCOC1=O (stereo unspecified)
    -1, 1, 13, 0, 12, 0, 3.9, -3.1, -2, 4
> COc1ccc(Br)cc1CNC(=O)C1CCC(=O)N1C(C)C (stereo unspecified)
    x, -6, 17, 2, 16, -7, 0.0, -3.0, 0, -3
> CCC(CC)C(=O)c1c[nH]c(C(=O)NCc2ccccn2)c1
    0, 9.1*, -5, 7, -23, -4, 1.5, 1.0, -3, -1
> CCC1=C([N+](=O)[O-])C(c2ccc3c(c2)OCO3)NC(=O)N1 (stereo unspecified)
    x, -3, 9, 2, -5, -1, -1.5, -1.8, 0, 2
> CCn1c(/C=N/c2nc3ccccc3n2C)nc2ccccc21
    -5, 4, -85, -13, -2, 2, 0.9, 14, 0, -5
> CCOC(=O)c1c(C)[nH]c(C)c1C(=O)CSc1nc(N)cc(=O)[nH]1
    -2, 3, 11, -2, -8, -8, 0.7, -2.1, 1, -5
> CC(C(=O)O/N=C(\N)c1cccnc1)c1ccc([N+](=O)[O-])cc1 (stereo unspecified)
    6, 3, 1, 13, -10, -11, 0.8, -0.2, -5, 7
> Cc1cc(C(F)F)n2nc(C(=O)Nc3sc4c(c3C#N)CCC(C)C4)nc2n1 (stereo unspecified)
    -2, 7, 6, -1, -18, 9, 1.3, -1.2, -4, -6
> Cc1ccc(S(=O)(=O)N2CCC(C(=O)NC3CC(C)(C)NC(C)(C)C3)CC2)cc1C
    -2, 8, 12, 9, 3, 4, -0.7, -3.7, -5, -5
> CCOc1ccccc1NC(=O)COC(=O)Cc1cccs1
    -3, 7, 11, 0, -17, 0, -0.9, -2.6, 2, -2
> O=C(NC(=S)Nc1ccc(CN2CCCCC2)cc1)c1cccc(OCc2ccccc2)c1
    -7, -5, 2, -1, 13, -1, -1.0, -0.4, -4, 6
> O=[N+]([O-])c1ccc(S(=O)(=O)N2CCN(c3ccnc4cc(Cl)ccc34)CC2)cc1
    -3, 3, -32, -3, -3, 3, 0.4, 5.8, -1, -3
> Cc1ccc(-c2csc(NC(=O)c3cccc(C)c3)c2C(=O)O)cc1
    x, 4, 4, 11, -48, -5, -0.1, -0.8, -3, 8

Compound activity as filed in PubChem.
